PP1 counter = PP1-alpha phosphatase inhibitors, primary screen, counter-screen for PP5 inhibitor project, biochemical, fluorescence, OMFP substrate, single point | Serine/threonine-protein phosphatase PP1-alpha catalytic subunit (Homo sapiens), P62136 | purified PP1alpha | inhibition, % at 6.7 µM | 320,000 tested, 0.9% active;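 active means inhibition above the mean inhibition of all tested compounds plus 3 SD, computed separately for each screening campaign, cut at about 15% in these data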
JMJD2C inh = inhibitors of GASC-1 histone demethylase, primary screen, biochemical, fluorescence, DELFIA europium | Lysine-specific demethylase 4C (Homo sapiens), Q9H3R0 | GST-JMJD2C(1-420) H3K9me3 demethylation | inhibition, % at 2.35 µM | 330,000 tested, 0.069% active | AID 2099, 2009;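 active means more than half of a compound's replicate wells show inhibition beyond 50%, single wells judged on their own value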;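 further: signal counts dimethyl H3K9 product captured on neutravidin plate; 0% = median of DMSO wells and 100% = 0.3 times that DMSO median; strong numbers were not always called active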
PP5 primary = PP5 phosphatase inhibitors, primary screen, biochemical, fluorescence; Serine/threonine-protein phosphatase 5 (Homo sapiens), P53041; purified PP5c, OMFP substrate fluorescence; inhibition, % at 6.7 µM; 320,000 tested, 0.18% active; AID 1987, 2009;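 active means inhibition above the campaign's mean inhibition across all tested compounds plus 3 SD, cut at about 9.5% in these data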;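 further: 0% = DMSO only and 100% = 100 µM cantharidin control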
procasp7 counter = procaspase-7 activators, primary screen, counter-screen for procaspase-3 activator project, biochemical, absorbance, HTS, human. Caspase-7 (Homo sapiens), P55210. 330,000 tested, 0.093% active. recombinant procaspase-7, Ac-DEVD-pNA absorbance 405 nm; D23A/D198A/D206A triple mutant, cannot self-cleave; scale: DMSO 0, 5 µM enzyme 100. AID 463210, 2010. activation, % at 8.5 µM;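 active means percent activation above the screen-wide mean plus 3 SD, cut at about 25% in these data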
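Assay system: Uncleavable procaspase-7 mutant enzyme / Input: 2 µM procaspase-7 mutant as dispensed / Dosing: single nominal 8.5 µM compound dose, 0.8% DMSO final / Timing: 1 h enzyme–compound preincubation and 2 h substrate reaction, both 25 °C / Detection: p-Nitroaniline absorbance at 405 nm, read at 0 and 120 min / Replication: singlicate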
GRK2 aptamer HTS = compounds blocking aptamer binding on GRK2 – biochemical, human GRK2, bead flow cytometry, HTS, primary screen. Beta-adrenergic receptor kinase 1 (Homo sapiens), P25098. FAM-aptamer displacement from GRK2. inhibition of aptamer binding, % at 10 µM. 330,000 tested, 0.59% active. AID 488847, 2010;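 active means inhibition of aptamer binding above 40%, roughly 3 SD of noise, on plates passing a quality check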;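 further: median bead fluorescence of bound FAM aptamer so fluorescent compounds give negative values; no value below 0 was filed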
Target sequence (P25098 whole entry, looked up): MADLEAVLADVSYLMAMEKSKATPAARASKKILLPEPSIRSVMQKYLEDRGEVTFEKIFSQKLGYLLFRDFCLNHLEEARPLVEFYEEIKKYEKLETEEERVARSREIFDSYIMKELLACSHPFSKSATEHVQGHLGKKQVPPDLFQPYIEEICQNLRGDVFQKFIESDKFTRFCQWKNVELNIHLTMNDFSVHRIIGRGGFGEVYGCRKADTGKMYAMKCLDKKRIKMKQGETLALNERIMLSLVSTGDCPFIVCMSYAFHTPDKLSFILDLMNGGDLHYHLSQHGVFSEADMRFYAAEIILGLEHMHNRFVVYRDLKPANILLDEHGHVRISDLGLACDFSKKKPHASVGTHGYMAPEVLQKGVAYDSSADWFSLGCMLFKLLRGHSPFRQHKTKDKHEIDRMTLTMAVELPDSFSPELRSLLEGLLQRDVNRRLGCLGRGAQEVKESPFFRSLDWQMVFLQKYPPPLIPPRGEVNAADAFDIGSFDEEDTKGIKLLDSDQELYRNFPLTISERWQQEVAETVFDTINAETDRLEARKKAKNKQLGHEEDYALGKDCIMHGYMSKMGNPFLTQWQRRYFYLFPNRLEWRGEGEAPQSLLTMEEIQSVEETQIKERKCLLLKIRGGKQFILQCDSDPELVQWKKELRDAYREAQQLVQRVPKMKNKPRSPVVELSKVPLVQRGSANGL
CTSL1 counter = Fasciola hepatica cathepsin L1 inhibitors, primary screen, counter-screen for PFM18AAP inhibitor project, biochemical, QFRET, fluorogenic peptide substrate; recombinant F. hepatica cathepsin L1, Z-Leu-Arg-MCA fluorescence; inhibition, % at 5.96 µM; 300,000 tested, 0.49% active;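 active means inhibition above the mean of all tested compounds plus 3 SD, set per screening campaign, cut at about 17% in these data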;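 further: 0% = plate median of test compound wells and 100% = 1 µM Z-Phe-Ala-diazomethylketone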
HCV core dimer = inhibitors of HCV core protein dimerization, primary screen, biochemical, TR-FRET, high-throughput. inhibition, % at 5 µM. 300,000 tested, 0.33% active. AID 1899, 2009. TR-FRET GST/Flag-core106 dimerization, 1536-well;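 active means inhibition above the mean of all tested compounds plus 3 SD, set per screening campaign, cut at about 45% in these data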
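Test system: GST/Flag-tagged HCV core106 proteins; Medium: KF-containing HEPES buffer, pH 7.45, DTT, CHAPS, BSA; Times: compound-protein-antibody incubation 4 h at 22.5 °C; Detection: TR-FRET 671 and 617 nm emission; Benchmarks: wells lacking GST-core106 and wells with excess unlabelled core106.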
VLA-4 inh = inhibition in human VLA-4 binding assay, primary screen, VLA-4 allosteric modulator project, MLPCN library, flow cytometry, VLA-4 expressing cells. ligand binding flow cytometry. 330,000 tested, 0.2% active. AID 2557, 2010. inhibition, % (about 7 µM as worked out from the volumes in the protocol); in the data active means inhibition above about 50%
proCasp3 act = activators of human procaspase-3 D3A mutant, primary screen, biochemical, absorbance, PC-3 D3A mutant, single concentration. Caspase-3 (Homo sapiens), P42574. recombinant procaspase-3 D3A, Ac-DEVD-pNA absorbance 405 nm. activation, % at 8.5 µM. 330,000 tested, 0.11% active;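 active means activation above the mean of all tested compounds plus 3 SD, cut at about 21% in these data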;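 further: 0% = DMSO alone and 100% = DMSO wells spiked with extra 5 µM PC-3 D3A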
Target sequence (P42574 whole entry D9A/D28A/D175A): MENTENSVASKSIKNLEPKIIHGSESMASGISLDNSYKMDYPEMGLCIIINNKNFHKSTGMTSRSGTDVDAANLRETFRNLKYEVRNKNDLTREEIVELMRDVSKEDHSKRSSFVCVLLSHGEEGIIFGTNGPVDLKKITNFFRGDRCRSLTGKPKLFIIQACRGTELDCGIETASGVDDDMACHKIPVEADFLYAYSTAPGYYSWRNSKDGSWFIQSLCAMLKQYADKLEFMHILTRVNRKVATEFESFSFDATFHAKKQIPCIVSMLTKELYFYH
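Technique: 405 nm absorbance of p-nitroaniline, reads at 0 and 120 min; Test system: Procaspase-3 D3A mutant; Incubation: 1 h enzyme-compound preincubation, then 2 h substrate reaction, 25 °C; Repeats: singlicate, each compound tested once; Benchmarks: low control DMSO wells, high control DMSO plus 5 µM PC-3 D3A.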
An asterisk follows results filed as active; i = inactive; x = no result given.

entry	smiles	PP1 counter	JMJD2C inh	PP5 primary	procasp7 counter	GRK2 aptamer HTS	CTSL1 counter	HCV core dimer	VLA-4 inh	proCasp3 act
1	O=C(NCC(c1ccco1)N1CCN(c2ccccc2F)CC1)C(=O)NC1CCCC1 (stereo not given)	-3	-2	-2.1	15	0	-6	-1	8	5
2	COc1ccc(C(C(=O)NCc2ccccc2)N(C(=O)c2snc(C(N)=O)c2N)C2CCCC2)cc1 (stereo not given)	2	4	3.7	2	0	-1	15	6	2
3	COc1cc2c(cc1OC)-c1cc(NC3CCCCCCC3)nc(=O)n1CC2	4	-11	2.0	-2	2	-1	8	-3	2
4	COc1cc(NC(=O)CSc2nc3ncnc(N)c3[nH]2)c(C(=O)O)cc1OC	-2	9	-1.7	3	2	4	-3	0	0
5	O=C(COCC(=O)Nc1cccc(C(F)(F)F)c1)Nc1cccc(C(F)(F)F)c1	8	-1	10*	-3	1	6	-6	-4	0
6	Cc1nc(Nc2ccccc2)sc1C(=O)Nc1ccccc1	1	-5	1.6	-5	3	0	11	6	-4
7	COc1ccccc1N1CCN(C(=O)C2CCC(Cn3c(=S)[nH]c4ccccc4c3=O)CC2)CC1 (stereo not given)	-3	0	4.0	10	1	4	11	-15	7
8	COc1ccc(CCn2c(C)cc3c(c2=O)C(c2ccc4c(c2)OCO4)C(C#N)=C(N)O3)cc1OC (stereo not given)	-5	3	-3.6	4	0	-4	6	-13	0
9	Cc1ccc(SCC(=O)Nc2cccc(NC(=O)c3ccco3)c2)cc1	-1	0	3.3	-8	0	2	-4	0	7
10	CCOC(=O)c1c(C)n(C)c2ccc(OCC(N)=O)cc12	2	11	3.8	3	4	1	2	18	0
11	Cc1sc2ncnc(Sc3nnnn3-c3ccccc3)c2c1C	1	-25	0.9	3	0	8	0	-3	6
12	CC(O)CSc1nc2c(c(=O)n(C)c(=O)n2C)n1CCCc1ccccc1 (stereo not given)	-1	64	-2.7	4	1	2	-5	0	-3
13	CCN(CC)CCN1C(=O)c2oc3ccccc3c(=O)c2C1c1ccccc1 (stereo not given)	-2	5	-0.6	-24	0	0	2	-5	-18
14	CCOC(=O)CSc1nc2ccccc2c(=O)n1C1CCCC1	0	-11	2.3	-1	5	5	-3	10	8
15	O=C(Nc1nnc(-c2ccc3c(c2)CCCC3)o1)c1ccccc1	23*	-3	-0.5	4	6	6	19	10	4
16	COc1cccc2c(O)c(-c3ccccc3)c(=O)[nH]c12	-4	4	-0.9	-1	1	-2	-1	-4	14
17	COc1cc(/C=N/NC(=O)Nc2ccccc2)ccc1OCCOc1ccccc1C	4	4	3.4	2	0	2	4	0	0
18	Cc1ccc2nc(C)cc(Nc3ccc4c(c3)OCCO4)c2c1	-4	24	-0.7	-3	0	6	-4	5	-3
19	O=P(O)(CCCP(=O)(O)CCc1ccccc1)CCc1ccccc1	-4	10	-0.9	8	0	-1	-4	i	-8
20	Cc1ccc(CN2CCN(c3ncccn3)CC2)o1	-5	-12	0.1	-1	3	-1	-3	17	3
21	Cc1ccc(-c2nc(N)sc2-c2ccccc2)cc1C	-2	39	3.8	-3	0	-2	4	-2	-7
22	Cc1nc2sc(C(N)=O)c(N)c2c2c1CCCC2	-1	7	1.9	6	x	1	-7	-3	-6
23	Cc1ccsc1C(=O)NNC(=O)C1CCCCC1C(=O)O (stereo not given)	-5	21	-1.7	-4	0	4	1	4	0
24	O=C(Oc1ccc(OC(=O)N2CCOCC2)cc1)c1ccccc1	-2	-5	0.9	10	0	-2	-9	-6	-10
25	CCCCC(=O)Nc1ccc2oc(-c3ccncc3)nc2c1	1	2	3.5	3	0	2	1	15	0
26	Cc1cc(S(=O)(=O)Nc2cc(C)c(O)c(C)c2)c(C)s1	-1	13	4.4	-6	0	-1	3	7	-3
27	CC(C)(C)NS(=O)(=O)c1ccc(CCC(=O)N2CCOCC2)cc1	-5	-16	-2.1	-9	0	0	-7	-9	-5
28	CCc1ccc(NC(=S)N2CCN(C)CC2)cc1	-2	-12	1.4	0	2	-2	1	0	-2
29	Cc1ccc([N+](=O)[O-])cc1NC(=O)c1ccc(-c2ccccc2)cc1	8	-1	2.6	12	0	3	35	3	-3
30	O=C(Nc1nc(-c2ccccc2)ns1)c1ccncc1	-4	0	1.6	6	0	4	3	-22	-3
31	CCCCCOC(=O)C1C(c2ccccc2)C(C(=O)O)C1c1ccccc1 (stereo not given)	-1	3	-1.1	5	0	-1	5	39	0
32	COc1cccc(OCCCCN2CC(C)OC(C)C2)c1 (stereo not given)	0	-1	3.6	3	0	-4	-2	6	2
33	Cc1ccc(C)c(CSC2=NN3CCCC(=O)N=C3S2)c1	5	2	-0.5	3	1	0	0	12	7
34	O=C(N/C(=C\c1cccnc1)C(=O)N1CCCCC1)c1cccc(Br)c1	1	9	-1.1	2	0	-2	-5	1	3
35	CCC(=O)N(c1nnc(SCC(=O)NN2C(=O)NC3(CCC(C)CC3)C2=O)s1)C1CC1 (stereo not given)	-2	4	-0.6	-1	0	x	x	5	7
36	Cc1cnc(C(=O)Nc2nccs2)cn1	-2	-4	2.5	12	0	1	-2	10	0
37	Cc1ccccc1CSc1nc2c(c(=O)[nH]1)CCC2	5	-8	0.3	12	4	0	5	-3	-3
38	CC(C)CN(C(=O)CCNC(=O)c1ccc(Cl)cc1)C1CCS(=O)(=O)C1 (stereo not given)	x	0	x	4	7	x	x	5	12
39	O=C(c1ccc(Cl)cc1)N1CCCC(C(=O)N2CCN(c3ccccc3)CC2)C1 (stereo not given)	-9	-4	2.0	5	1	-4	-6	6	-1
40	CCc1cc2ccc(C)cc2nc1SCC(=O)NNC(=O)c1ccco1	-3	-3	2.5	-3	0	-3	1	2	-4
41	Cc1cc(C)n(-c2nnc(SCC(=O)NC3CCCC3)c3ccccc23)n1	1	10	-0.7	0	0	5	-2	10	-6
42	CCc1cc(C(N)=O)c(NC(=O)c2ccc(OC)cc2)s1	0	3	5.9	5	1	2	5	5	-10
43	Cc1ccc(N2C(=O)Nc3ccccc3C2(O)C(=O)N2CCN(c3ccccn3)CC2)cc1C (stereo not given)	0	-8	0.8	-4	1	-1	-2	6	-4
44	Cc1csc(SCC(=O)c2ccc(S(=O)(=O)N3CCOCC3)cc2)n1	-2	6	2.5	-18	1	1	6	14	-5
45	Cc1ccccc1Cn1c(C)cc(C)c(C#N)c1=O	-4	-3	0.1	7	0	4	3	7	3
46	CC(=O)NC(Cc1ccc(F)c(F)c1)C(=O)NC1CCN(c2c(Cc3ccccc3)c(C)nc3ncnn23)CC1 (stereo not given)	-5	-22	-0.4	3	2	7	0	32	5
47	CCOC(=O)NC(=O)/C(N=Nc1cccc(C(F)(F)F)c1)=C(\C)O	-3	-5	-1.3	8	2	0	2	16	-3

Single records, from the list above:
O=C(NCC(c1ccco1)N1CCN(c2ccccc2F)CC1)C(=O)NC1CCCC1 (stereo not given) across the screens: PP1 counter: -3; JMJD2C inh: -2; PP5 primary: -2.1; procasp7 counter: 15; GRK2 aptamer HTS: 0; CTSL1 counter: -6; HCV core dimer: -1; VLA-4 inh: 8; proCasp3 act: 5
Cc1ccc(C)c(CSC2=NN3CCCC(=O)N=C3S2)c1 across the screens: PP1 counter: 5; JMJD2C inh: 2; PP5 primary: -0.5; procasp7 counter: 3; GRK2 aptamer HTS: 1; CTSL1 counter: 0; HCV core dimer: 0; VLA-4 inh: 12; proCasp3 act: 7

Grouped by structure, those above containing a CF3 group
entry	smiles	PP1 counter	JMJD2C inh	PP5 primary	procasp7 counter	GRK2 aptamer HTS	CTSL1 counter	HCV core dimer	VLA-4 inh	proCasp3 act
5	O=C(COCC(=O)Nc1cccc(C(F)(F)F)c1)Nc1cccc(C(F)(F)F)c1	8	-1	10*	-3	1	6	-6	-4	0
47	CCOC(=O)NC(=O)/C(N=Nc1cccc(C(F)(F)F)c1)=C(\C)O	-3	-5	-1.3	8	2	0	2	16	-3

Taken from above:
PP5 primary with Cc1cnc(C(=O)Nc2nccs2)cn1 : 2.5
procasp7 counter with O=C(c1ccc(Cl)cc1)N1CCCC(C(=O)N2CCN(c3ccccc3)CC2)C1 (stereo not given) : 5
HCV core dimer with CCCCCOC(=O)C1C(c2ccccc2)C(C(=O)O)C1c1ccccc1 (stereo not given) : 5
proCasp3 act with CC(=O)NC(Cc1ccc(F)c(F)c1)C(=O)NC1CCN(c2c(Cc3ccccc3)c(C)nc3ncnn23)CC1 (stereo not given) : 5
VLA-4 inh with CCC(=O)N(c1nnc(SCC(=O)NN2C(=O)NC3(CCC(C)CC3)C2=O)s1)C1CC1 (stereo not given) : 5
VLA-4 inh with O=C(N/C(=C\c1cccnc1)C(=O)N1CCCCC1)c1cccc(Br)c1 : 1

Bioassay records (PubChem BioAssay)
